From PubChem
MMP13 inh = human MMP13 inhibitors, primary screen, biochemical, FRET peptide cleavage; Collagenase 3 (Homo sapiens), P45452; MMP-13 fTHP FRET cleavage, Mca fluorescence; inhibition, % at 4 µM; 65,000 tested, 0.07% active; AID 570, 2006;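 active = inhibition above the mean of compound-free control plate wells plus 3 SD, cut at about 14% in these data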;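 note: 0% = DMSO wells and 100% = wells with reference MMP-13 inhibitor after basal subtraction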
S1P3 agonist = human S1P3 receptor agonists, primary screen, cell-based, primary and confirmation, NFAT-BLA reporter. S1P3 NFAT-BLA reporter cells, agonism, FRET ratio; relative to 1 µM S1P, basal subtracted. activation, % at 4.5 µM. 60,000 tested, 0.1% active;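 active = activation above the screen-wide mean plus 3 SD, cut at about 4.5% in these data, passing the limit was not always enough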; note: some compounds called inactive have numbers as strong as hits
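Material: Human S1P3 NFAT-BLA reporter CHO cells | Incubation: Overnight plating, 4 h compound 37 °C, 2 h substrate RT | Signal: FRET β-lactamase substrate fluorescence, excitation 405 nm, 460/535 nm emission ratio, background-subtracted | Compound: 4.5 µM final, single dose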
HER2 expr 66K = inhibitors of Her2 protein expression, primary screen, SKBR-3 cells, AlphaScreen, 66K library | Receptor tyrosine-protein kinase erbB-2 (Homo sapiens), P04626 | 65,000 tested, 0.69% active | AID 645, 2007 | HER2 level % of control, % at 10 µM | SKBR-3 HER2 protein level, 18-24 h; active compounds read low;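 active = HER2 level under 5% of the carrier-only control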;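 note: 100% = DMSO carrier and 0% = 500 nM PU-H71 HSP90 inhibitor; lower value means stronger loss of Her2 protein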
Target sequence (P04626 whole entry, looked up): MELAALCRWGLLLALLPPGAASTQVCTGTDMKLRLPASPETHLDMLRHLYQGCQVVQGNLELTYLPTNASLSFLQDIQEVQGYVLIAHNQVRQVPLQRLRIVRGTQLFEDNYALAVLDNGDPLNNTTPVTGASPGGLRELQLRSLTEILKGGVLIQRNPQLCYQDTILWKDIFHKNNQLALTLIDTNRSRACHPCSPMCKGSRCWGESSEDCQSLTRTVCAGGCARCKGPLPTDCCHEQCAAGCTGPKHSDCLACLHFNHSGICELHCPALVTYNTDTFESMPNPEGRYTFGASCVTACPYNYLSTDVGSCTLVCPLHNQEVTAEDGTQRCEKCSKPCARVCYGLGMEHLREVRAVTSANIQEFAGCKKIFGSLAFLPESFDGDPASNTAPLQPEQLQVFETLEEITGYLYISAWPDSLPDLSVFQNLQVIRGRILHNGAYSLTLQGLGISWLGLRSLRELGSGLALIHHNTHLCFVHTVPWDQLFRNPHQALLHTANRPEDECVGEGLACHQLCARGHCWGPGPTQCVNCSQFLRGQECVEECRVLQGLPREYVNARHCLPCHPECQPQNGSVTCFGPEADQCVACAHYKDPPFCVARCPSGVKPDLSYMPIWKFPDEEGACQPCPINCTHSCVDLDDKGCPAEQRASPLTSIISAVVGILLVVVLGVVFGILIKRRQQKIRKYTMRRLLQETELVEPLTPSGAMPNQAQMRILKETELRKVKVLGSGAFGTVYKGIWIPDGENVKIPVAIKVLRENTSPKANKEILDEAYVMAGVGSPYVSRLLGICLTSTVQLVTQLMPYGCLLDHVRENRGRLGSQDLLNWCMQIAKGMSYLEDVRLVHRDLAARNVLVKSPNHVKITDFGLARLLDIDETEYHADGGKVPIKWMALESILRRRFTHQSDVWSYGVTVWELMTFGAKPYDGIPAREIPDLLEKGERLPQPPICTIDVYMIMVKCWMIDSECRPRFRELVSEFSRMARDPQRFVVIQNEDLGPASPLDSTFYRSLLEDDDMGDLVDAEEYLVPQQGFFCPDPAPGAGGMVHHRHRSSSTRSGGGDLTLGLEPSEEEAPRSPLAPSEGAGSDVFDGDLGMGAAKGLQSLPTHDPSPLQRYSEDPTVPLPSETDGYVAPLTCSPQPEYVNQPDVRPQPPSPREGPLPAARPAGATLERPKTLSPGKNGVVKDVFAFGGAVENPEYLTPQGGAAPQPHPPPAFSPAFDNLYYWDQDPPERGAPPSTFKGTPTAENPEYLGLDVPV
5-HT1A blocker = human 5-HT1a receptor antagonists, primary screen, cell-based, CHO, Ga15 NFAT-bla reporter; 5-hydroxytryptamine receptor 1A (Homo sapiens), P08908; CHO 5-HT1a Ga15 NFAT-bla reporter, antagonist mode; inhibition, % at 10 µM; 62,000 tested, 0.68% active;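 active = inhibition above the mean of all tested compounds plus 3 SD, cut at about 43% in these data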;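 note: receptor stimulated by 5-CT agonist at 100 nM near EC80; beta-lactamase reporter measured by ratiometric fluorescence of a cleavable substrate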
Abs 340nm = compound light absorbance at 340 nm, profiling panel, artefact control, biochemical, MLSMR library, data from PS, PMK, MK assays. 65,000 tested, under 10 active. fold change at 10 µM. AID 708, 2007. compound absorbance at 340 nm, fold over control;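 active = at 10 µM dose, initial 340 nm absorbance at least 2 fold that of control wells; inactive = change under 2 fold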;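 note: initial absorbance extrapolated from kinetic A340 decline of NADH oxidation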
Fluor 339 460 = intrinsic fluorescence of library compounds, ex339/em460 – biochemical, MLSMR library, data from DPM-DC assay, artefact control, profiling panel. compound autofluorescence, ex339/em460 nm, NADH buffer; active compounds read high; 1 = no-compound wells, NADH background. fluorescence fold increase at 10 µM. 65,000 tested, 5.5% active. AID 709, 2007;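 active = at 10 µM, mean starting fluorescence two-fold or more over control wells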;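 note: signal is the first read of a kinetic run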
5HT1E antag = 5-HT1E receptor antagonists, primary screen, cell-based, HTS; 65,000 tested, 0.99% active; 5-hydroxytryptamine receptor 1E (Homo sapiens), P28566; AID 571, 2007; CHO 5-HT1E Ga15 NFAT-bla reporter, FRET, antagonist; inhibition, % at 6 µM;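 active = inhibition above a set limit, the mean inhibition across every tested compound plus 3 SD, cut at about 29% in these data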;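 note: signal is the 460 over 535 nm emission ratio of beta-lactamase substrate; 0% = agonist plus DMSO wells and 100% = wells without agonist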
HTR1E agonist = 5-HT1E receptor agonists, primary screen, cell-based, HTS. activation, % at 6 µM. AID 574, 2007. 5-hydroxytryptamine receptor 1E (Homo sapiens), P28566. CHO 5-HT1E Ga15 NFAT-bla reporter, FRET; 0% DMSO wells, 100% control agonist wells. 65,000 tested, 0.69% active;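 active = activation above a set limit, the screen-wide mean activation plus 3 SD, cut at about 8.5% in these data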;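 note: 100% = positive control agonist at 1 µM giving full maximal response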
S1P1 ag-PAM = S1P1 agonists and agonism potentiators, primary screen, cell-based, primary and confirmation screens, CRE-bla reporter | activation, % at 9.5 µM | 56,000 tested, 0.57% active | S1P1 CRE-bla cells, forskolin, beta-lactamase FRET, potentiator mode; S1P1 agonist co-added at EC20, 2 nM; 100% = saturating reference agonist, 0% = basal | Sphingosine 1-phosphate receptor 1 (Homo sapiens), P21453;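 active = activation above a cutoff set at the mean activation of all tested compounds plus 3 SD, cut at about 54% in these data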;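 note: forskolin at 4 µM as EC80 and the EC20 agonist is SEW2871; 100% = SEW2871 at its EC100 plus forskolin at EC80; some compounds past the cut are filed as inactive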
* marks the source's active call; other numbers are inactive results; . = no result given.

MMP13 inh | S1P3 agonist | HER2 expr 66K | 5-HT1A blocker | Abs 340nm | Fluor 339 460 | 5HT1E antag | HTR1E agonist | S1P1 ag-PAM | Molecule
-1.8 | -0.8 | 75.8 | 3.9 | 1.14 | 1.04 | -8.6 | -0.9 | 3.8 | CCN=c1scc(C)n1/N=C/c1ccsc1
-0.5 | -0.3 | 95.3 | 4.3 | 0.99 | 1.04 | -8.2 | -2.7 | 2.7 | CCc1cccc2c(=O)c(C(=O)NCCN3CCOCC3)c[nH]c12
2.5 | -0.6 | 79.9 | 10.4 | 0.99 | 1.04 | -5.3 | -0.4 | . | Cc1cc(-c2ccccc2)c2c3c(cn2n1)c(=O)n(C)c(=O)n3C
1.7 | -0.2 | 64.1 | -4.2 | 1.03 | 1.06 | 7.3 | -0.5 | 3.4 | O=C(Cc1ccccc1)NCCn1ccc2ccccc21
4.0 | 0.1 | 65.2 | -17.2 | 1.02 | 1.06 | -15.3 | 1.3 | -8.4 | CCOC(=O)c1c(C)[nH]c(C(=O)Cn2nnc(-c3ccccc3)n2)c1C
-6.9 | 1.1 | 90.4 | -13.5 | 1.05 | 1.42 | 3.1 | 0.0 | -53.5 | O=C(c1cc2nc3c(c(C(F)(F)F)n2n1)CCc1ccccc1-3)N1CCN2CCCC2C1 (configuration not stated)
5.0 | -2.0 | 104.6 | 10.1 | 1.04 | 1.14 | 6.8 | 0.8 | 1.7 | CNC(=O)C(Sc1ccccc1)c1ccccc1 (configuration not stated)
-3.6 | -0.4 | 93.2 | 4.3 | 1.04 | 1.09 | -7.5 | 0.2 | -3.6 | COc1ccc(CC(=O)N2CCN=C2SC)cc1
1.6 | -0.9 | 83.0 | 7.7 | 0.99 | 1.1 | 1.1 | -0.8 | -40.2 | CC1CN(C(=O)c2cc(F)c(F)cc2Cl)CC(C)O1 (configuration not stated)
-6.4 | -0.5 | 98.1 | 6.4 | 1 | 1.11 | 4.5 | -1.1 | 30.1 | COc1cc(CC(=O)Nc2nccs2)cc(OC)c1OC
2.5 | -0.7 | 114.9 | -10.9 | 1.02 | 1.12 | -18.8 | 0.4 | 23.1 | CN(C)S(=O)(=O)N1CCN(CC(O)COc2ccc(C(=O)c3ccccc3)cc2)CC1 (configuration not stated)
-1.7 | 0.8 | 113.5 | -2.7 | 1 | 1.06 | 10.0 | -0.3 | -3.1 | CC(C)CCn1cnc2c(cnn2-c2ccc(Cl)cc2)c1=O
-0.1 | -1.3 | 98.2 | -8.8 | 1.04 | 1.13 | -3.5 | 1.1 | -7.2 | CCOC(=O)CN1C(=O)c2ccccc2C1=O
4.9 | -0.7 | 78.0 | -6.1 | 1.02 | 1.05 | -5.4 | 0.3 | -3.3 | O=C(CSc1ccccn1)Nc1ccc(Br)cn1
1.6 | 0.3 | 89.2 | -7.6 | 0.97 | 1.05 | -4.5 | -0.1 | -24.1 | COc1ccc(CNn2c(C)nc3ccccc3c2=O)cc1
-1.7 | -0.2 | 118.5 | -6.6 | 1.07 | 1.11 | 0.2 | -0.7 | 1.1 | O=C(c1cnn2cccnc12)N1CCN(c2ccccc2)CC1
-5.8 | -0.6 | 102.2 | -18.0 | 0.99 | 1.15 | -8.7 | -0.4 | 8.0 | COc1ccccc1-n1c(SCC(N)=O)nnc1-c1ccc(S(=O)(=O)N2CCCCC2)cc1
-2.3 | -0.5 | 102.6 | -1.1 | 1.02 | 1.11 | -13.0 | -1.3 | -58.3 | Cc1ccc(C)c(N2CCN(C(=O)c3ccc(NS(=O)(=O)c4c(C)noc4C)cc3)CC2)c1
4.3 | -1.6 | 51.8 | 39.2 | 1.08 | 1.1 | 65.2* | -0.6 | 42.7 | COc1ccc(C2CC(c3c(O)cc(C)oc3=O)=NCCS2)c(OC)c1 (configuration not stated)
-9.8 | 0.0 | 57.1 | 4.7 | 1.04 | 1.06 | 2.1 | 0.0 | -13.2 | CCc1ccc2[nH]c(=O)c(C(c3nnnn3CC3CCCO3)N3CCCc4ccccc43)cc2c1 (configuration not stated)
5.2 | -0.6 | 57.4 | -4.5 | 1.01 | 1.23 | 0.9 | 0.8 | 2.6 | O=C(N1CCCC1)N1CCN(c2ncnc3c(-c4ccc(Cl)cc4)nsc23)CC1
4.8 | . | 58.8 | 8.7 | 1.04 | 1.07 | -1.6 | -0.1 | . | COc1ccc(OC)c(C2CC(=O)Nc3cc(OC)c(OC)c(OC)c32)c1 (configuration not stated)
-3.8 | 0.1 | 106.6 | 5.5 | 1.01 | 1.05 | 4.0 | -0.6 | -26.6 | CCCC(=O)NC(C)c1nc2ccccc2n1CC (configuration not stated)
6.8 | 0.6 | 77.2 | -4.8 | 1.01 | 1.33 | -5.6 | 1.1 | . | Cc1cc(C)n2nc(C(=O)Nc3cccnc3)nc2n1
6.8 | . | . | 49.5* | 0.99 | 1 | 1.6 | -0.5 | . | COc1ccc(N2CCN(c3oc(COc4ccccc4Cl)nc3C#N)CC2)cc1
4.9 | -1.9 | 83.0 | -6.7 | 1.04 | 1.07 | -6.0 | -0.1 | -10.9 | Cc1ccc(CNC(=O)C2CCCN(c3nc4ccccc4o3)C2)cc1 (configuration not stated)
-0.7 | -1.4 | 100.8 | 1.9 | 1.02 | 1.06 | 1.3 | 0.7 | 0.2 | CCN(CC)C(=O)C1CCCN(Cc2ccccc2C(F)(F)F)C1 (configuration not stated)
6.0 | . | 79.2 | -2.9 | 0.99 | 1.04 | 9.6 | -1.6 | . | O=C(Nc1cccnc1N1CCOCC1)c1ccco1
3.6 | -0.8 | 91.0 | -7.1 | 1.05 | 1.1 | -8.0 | 0.8 | -29.7 | CCOC(=O)c1[nH]c(C)c(C(=O)N2CCOCC2)c1C
6.4 | -0.7 | 222.4 | -4.1 | 0.99 | 1.08 | -3.2 | 0.4 | . | COc1ccc(CCNC(=O)c2cnn(-c3ccc(C)c(C)c3)c2NC(=O)c2ccco2)cc1OC
1.3 | 0.0 | 73.5 | 19.4 | 1.05 | 1 | 3.4 | 0.7 | 10.9 | COc1ccc(Cl)cc1NC(=O)CSc1nnc(Cc2cccn2C)n1-c1ccc(F)cc1
2.0 | 1.1 | 86.7 | -5.8 | 1.03 | 1.03 | -6.8 | 0.1 | 0.4 | CCCC(=O)Nc1ccc(Cl)c(NC(=O)c2ccc(Br)o2)c1
8.7 | . | 107.1 | 13.3 | 1.09 | 1.07 | 2.2 | -0.8 | . | COC(=O)c1sc(=S)n(-c2cc(F)ccc2F)c1N
-27.4 | -0.2 | 81.4 | -0.3 | 1.09 | 1.03 | 15.8 | -0.8 | 16.9 | Cc1ccc2cc(CN(CCCO)S(=O)(=O)c3cccc4nsnc34)c(=O)[nH]c2c1C
-2.6 | -0.2 | 102.5 | . | 1.02 | 1.07 | -3.0 | 0.8 | -15.9 | CC1(C)Cc2c(sc3nc4n(c(=N)c23)CCC4)CO1
1.7 | -0.2 | 141.1 | 4.1 | 0.98 | 1.1 | -2.6 | 0.6 | 0.5 | Cc1ccccc1S(=O)(=O)Cc1ccc(C(=O)NCCN2CCN(Cc3ccccc3)CC2)o1
-28.8 | -0.5 | 92.8 | . | 0.99 | 1.17 | -8.0 | 0.6 | -1.9 | Nc1cccc(C(=O)O)c1
-0.2 | -0.7 | 92.0 | -7.7 | 1.02 | 0.99 | 5.5 | -0.5 | 1.3 | COc1ccc(OC)c(NS(=O)(=O)Cc2ccccc2)c1
-1.4 | -0.1 | 95.6 | . | 1.04 | 1.08 | -4.7 | 3.0 | -6.4 | Cc1ccc(SCc2nnc(N)s2)cc1
-2.2 | 0.0 | 109.1 | . | 1.02 | 1.05 | 12.1 | 0.4 | 5.3 | CCOC(=O)N1CCN(C2OC(=O)c3ccccc32)CC1 (configuration not stated)
4.8 | 0.0 | 140.9 | -1.3 | 1 | 1.08 | 0.5 | -0.2 | -16.4 | CN(CC(=O)NCc1ccccn1)S(=O)(=O)c1ccc(Cl)cc1
0.3 | -1.2 | -33.0* | -3.3 | 1.03 | 1.08 | -14.5 | -0.3 | 0.7 | CNC(=O)c1c(C)nc(SCC(=O)NCc2ccc(OC)cc2)c(C#N)c1-c1ccco1
-2.4 | -0.4 | 144.1 | 14.9 | 0.97 | 0.99 | 20.8 | -2.5 | -12.6 | O=C1c2ccccc2C(=O)N1C/C=C/c1ccccc1
2.0 | -0.3 | 105.8 | 8.4 | 0.98 | 0.97 | -7.2 | 0.7 | -10.3 | Cc1ccc(NC(=O)CN2CC(C)SC2=NC2CCCCC2)cc1 (configuration not stated)
2.9 | -1.4 | 102.0 | 11.9 | 1.03 | 1.12 | 15.5 | -0.6 | 16.0 | COCCNC(=O)c1cc(-c2ccc(OC)c(OC)c2)on1
-2.2 | 0.5 | 80.5 | 4.5 | 0.99 | 0.99 | -7.5 | -0.5 | -8.5 | Cc1ccc(-c2noc(CCC(=O)NC3CCCc4ccccc43)n2)cc1 (configuration not stated)
-0.6 | 0.0 | 102.2 | -7.5 | 1.03 | 1.03 | -7.2 | -0.7 | -1.7 | CCOC(=O)CNC(=O)CSc1ncnc2c1cnn2-c1ccc(OC)cc1
-3.1 | 0.3 | 93.0 | -1.6 | 1.06 | 1.28 | 3.2 | 0.1 | -16.4 | COC(=O)c1c(NC(=O)CN2CCOCC2)sc2c1CCC(C)C2 (configuration not stated)
-10.7 | 0.2 | 124.0 | 22.9 | 1.03 | 1.48 | -1.0 | -0.7 | -55.5 | O=S(=O)(Nc1ccc2oc(-c3ccccc3)nc2c1)c1ccccc1
4.2 | -0.9 | 98.7 | . | 1.07 | 1.01 | 3.5 | 0.3 | 0.9 | O=C(Oc1oc(-c2ccco2)nc1C=Nc1ccccc1)c1ccoc1
-11.8 | -0.2 | 153.0 | 1.6 | 1.01 | 1.1 | -3.5 | 0.5 | 6.1 | CCOC(=O)/C=C1\SCC(=O)N1Cc1nnc(-c2ccccc2Br)o1
-0.6 | -0.1 | 92.7 | -3.6 | 1 | 1.18 | -3.2 | -0.2 | -21.9 | NC(=O)NC(Cc1ccccc1)C(=O)O (configuration not stated)
2.8 | -1.2 | 49.6 | -10.9 | 1.02 | 1.11 | -4.0 | -0.4 | . | CCC(=O)Nc1ccc(S(=O)(=O)Nc2cccc(C)c2)cc1OC
-0.4 | -1.4 | 91.9 | -8.6 | 1.05 | 1.09 | -16.9 | 0.1 | -1.9 | COc1cc2nc(SCc3c(C)noc3C)n(CCC3=CCCCC3)c(=O)c2cc1OC
-2.1 | . | 51.5 | 1.5 | 1.04 | 1.1 | 3.3 | -0.6 | . | CC12CC(NC(=O)N1c1cccc(C(=O)Nc3ncn[nH]3)c1)c1ccccc1O2 (configuration not stated)
